# OX1R antagonist = antagonists of human orexin 1 receptor. O43613. CHO/OX1R cells, Fluo-8 calcium fluorescence, orexin A. inhibition, % at 5 µM. actives 0.43% (n = 330,000);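 active = inhibition above its plate's threshold, mean inhibition of all tested compounds on the plate plus 3 SD, cut at about 37% in these data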;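 note: 0% = orexin A challenge wells and 100% = SB-334867-A antagonist wells; not every result past the cut was called active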
# Target sequence (O43613 whole entry, looked up): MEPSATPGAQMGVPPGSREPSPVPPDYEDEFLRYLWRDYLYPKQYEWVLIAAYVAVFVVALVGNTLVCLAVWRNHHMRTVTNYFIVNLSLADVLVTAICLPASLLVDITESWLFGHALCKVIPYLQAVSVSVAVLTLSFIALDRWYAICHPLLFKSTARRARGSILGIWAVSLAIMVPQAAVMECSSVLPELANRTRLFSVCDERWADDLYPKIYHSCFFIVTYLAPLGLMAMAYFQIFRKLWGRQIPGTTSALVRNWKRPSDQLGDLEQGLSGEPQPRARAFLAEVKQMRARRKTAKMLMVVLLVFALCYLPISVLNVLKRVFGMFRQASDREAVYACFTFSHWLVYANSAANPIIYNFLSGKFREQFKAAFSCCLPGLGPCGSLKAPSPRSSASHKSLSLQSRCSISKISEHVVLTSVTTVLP
# CHT allo act = human CHT allosteric activation; Q9GZV3; CHT-expressing cells, membrane potential dye, choline EC20; hits give high values; LV-AA mutant CHT in HEK293 cells; B-score at 10 µM; actives 0.49% (n = 310,000);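 active = initial fluorescence not abnormally high and integrated response B-score, plate-corrected, over 3 SD above library mean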
# Target sequence (Q9GZV3 whole entry, looked up): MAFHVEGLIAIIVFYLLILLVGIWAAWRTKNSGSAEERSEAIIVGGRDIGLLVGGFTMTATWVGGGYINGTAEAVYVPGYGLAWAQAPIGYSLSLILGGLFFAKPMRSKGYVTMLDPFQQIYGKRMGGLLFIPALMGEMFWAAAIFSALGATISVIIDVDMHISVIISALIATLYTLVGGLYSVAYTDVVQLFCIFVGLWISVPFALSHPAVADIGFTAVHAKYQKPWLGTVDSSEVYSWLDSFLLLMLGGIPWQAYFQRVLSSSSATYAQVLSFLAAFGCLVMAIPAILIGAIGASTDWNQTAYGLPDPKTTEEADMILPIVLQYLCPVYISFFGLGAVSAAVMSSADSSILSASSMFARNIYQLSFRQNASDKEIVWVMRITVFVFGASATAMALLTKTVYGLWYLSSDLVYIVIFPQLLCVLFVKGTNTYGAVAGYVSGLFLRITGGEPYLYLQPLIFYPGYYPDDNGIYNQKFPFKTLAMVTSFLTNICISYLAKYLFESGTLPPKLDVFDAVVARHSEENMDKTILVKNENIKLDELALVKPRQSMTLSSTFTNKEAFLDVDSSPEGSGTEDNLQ
# Active calls of the source: *; i = inactive; . = no result given; & = joins results of further samples.
SMILES,OX1R antagonist,CHT allo act
CCOCCCNC(=O)NC12CC3CC(CC(C3)C1)C2,-11,i
COc1ccc(CNC(=O)CN(c2ccc(C(C)=O)cc2)S(=O)(=O)c2ccc(C)cc2)cc1OC,-28,.
COc1ccc(S(=O)(=O)N2CCOC2CNC(=O)C(=O)NCCCN2CCOCC2)cc1C (stereo not given),-4,i
Oc1[nH]c2ccc(Br)cc2c1N=NC(=S)N1CCOCC1,3,i
CC(C)c1cccc(-c2ccc3c(c2)S(=O)(=O)c2cccc(C(=O)NC4CCCC4)c2C3=O)c1,-9,.
O=S(=O)(c1ccc(Cl)cc1)N(Cc1ccccn1)Cc1ccccn1,-21,i
Cc1ccc(NC(=O)CN(C)C(=O)c2ccc(OCc3cn4ccccc4n3)cc2)cc1,-22,.
COc1ccccc1C(=O)N/N=C/c1ccc(Cl)s1,-13,i
Cc1cccc(CSc2nc3[nH]ncc3c(=O)[nH]2)c1,11,i
O=C(COC(=O)c1cc(Cl)ccc1Cl)NC1CCCC1,-13,i
O=C1c2cccc3cc([N+](=O)[O-])cc(c23)C(=O)N1c1nncs1,-18,i
CCOC(=O)c1cc2c(s1)-c1ccccc1CC2,-21,i
COC(=O)[C@H](CCSC)NC(=O)Cn1ccc(N)nc1=O,-15,.
COc1ccc(NC(=S)NCc2cccnc2)cc1OC,-4,i
CCS(=O)(=O)N1CCCC(C(=O)NCCc2ccc(OC)c(OC)c2)C1 (stereo not given),-12,i
CC12CCC(C(=O)NCc3ccc4c(c3)OCO4)(CC1=O)C2(C)C (stereo not given),-16,i
Cc1ccnc(NS(=O)(=O)c2ccc(NC(=O)c3ccc(C)o3)cc2)n1,-7,i
Cc1ccsc1C(=O)NNC(=O)c1ccc(NS(=O)(=O)c2cccs2)cc1,10,i
CCCCCCN1CC(O)=C(c2ccccc2)C1=N,-1,i
Cc1ccc(-n2nc3c(c2NC(=O)c2ccccc2)CS(=O)(=O)C3)cc1C,-10,i
Cc1cc(C)c2c3c(sc2n1)C(c1cccc(F)c1)C(C#N)=C(N)O3 (stereo not given),-24,i
Cc1sc2ncn(/N=C/c3ccco3)c(=O)c2c1C,-7,i
O=C(NCCc1ccccc1)C1CCCN(S(=O)(=O)c2cccc3nonc23)C1 (stereo not given),-18,i
Cc1ccc(Nc2cc(C)nc(-c3ccccc3O)n2)cc1,-14,i
O=S(=O)(NC1CCN(S(=O)(=O)c2c(F)cccc2F)CC1)c1ccc2c(c1)OCCO2,1,.
CCOC(=O)N/N=C/c1ccccc1OCc1ccc(Cl)cc1,-34,i
Cc1cc(C)c2c(n1)sc1c(=O)n(CC(=O)c3ccccc3)cnc12,-26,i
COc1ccc(NC(=S)Nc2ccccc2F)c(OC)c1,-1,i
Cc1ccc(-n2c(C)cc(/C=c3/sc4nc5ccccc5n4c3=O)c2C)cc1,-26,i
COc1cccc(/C=C/C(=O)OCC(=O)Nc2ccc(Cl)c(S(=O)(=O)N(C)C)c2)c1,-18,i
Cc1ccc(Cn2c(=O)c3c(nc4n3CCN4Cc3ccco3)n(C)c2=O)cc1,-19,i
Cc1ccc(S(=O)(=O)Nc2c(C)n(C)n(-c3ccccc3)c2=O)cc1C(=O)NCc1ccccn1,0,i
Cn1cc(S(=O)(=O)c2ccccc2)n(C)c1=O,-5,i
Cc1cccc(NS(=O)(=O)c2ccc3oc(=O)ccc3c2)c1C,-11,i
COc1ccc(NC(=O)COC(=O)c2ccc3ccccc3n2)c(OC)c1,-17,.
CC(/C=C/c1ccccc1)=N\NC(=O)Cn1nc(C)cc1C,-11,i
COc1ccccc1C(=O)NCCC(=O)NN1C(=O)NC2(CCCCC2)C1=O,-4,i
COc1ccc2nc(NC(=O)C3CCN(S(=O)(=O)c4cccnc4)CC3)sc2c1,1,i
Cc1cc(C)nc(Nc2cccc3ccccc23)n1,-14,i
O=C(NC1CCCC1)c1cc2cc(Br)ccc2o1,-18,i
Cc1ccc(S(=O)(=O)C2(C(=O)O)CCCC2)cc1C,-19,i
CCN(CC)c1ncnc2c1cnn2Cc1ccc(C)cc1,-13,i
COc1cc(-c2onc3ccc(Br)cc23)cc(OC)c1OC,-22,i
Cc1noc(C)c1C(=O)NCc1ccccc1Br,-18,i
COc1ccccc1C(=O)N(CN1CCCC1=O)c1cccc(Cl)c1,-7,i
CC(=O)Nc1ccc(C(=S)NCCCO)cc1,-2,i
COc1ccc2cc(-c3ccccc3F)ncc2c1,-26,.
CC(C)CCn1c(N2CCOCC2)nc2c1c(=O)n(CC(N)=O)c(=O)n2C,-18,i
O=C(CCNS(=O)(=O)c1ccccc1)N1CCOCC1,3,i
Cc1ccccc1NC(=O)Nc1ccccc1Br,0,i
CC(C)OC(=O)CC1C(=O)NCCN1C(=S)NC(=O)c1ccccc1 (stereo not given),-6,i
NC(=O)c1ccsc1NC(=O)COC(=O)COc1ccccc1[N+](=O)[O-],-10,.
COC(=O)Nc1ncc(CN2C(=O)c3ccccc3C2=O)s1,-12,i
O=C(CSc1nnc(CNc2ccc(Cl)cc2)o1)Nc1nc2ccccc2s1,-18,i
O=C(N/C(=C/c1ccccc1)C(=O)N1CCCCC1)c1ccco1,-18,i
COCCCNC(=S)N(CCO)Cc1cc2cc3c(cc2[nH]c1=O)OCCO3,7,i
CCOC(=O)c1c(NC(=O)C2CC=CCC2C(=O)O)sc(C)c1CC (stereo not given),-24,i
Cn1ncc(Br)c1C(=O)Nc1cccc(C(F)(F)F)c1,-35,i
Fc1ccccc1-c1nc(-c2ccc(Cl)cc2)no1,-12,i
Cc1ccc(C(=O)NCc2ccc(N3CCN(C)CC3)cc2)cc1C,-17,i
# (list continues)
SMILES,OX1R antagonist,CHT allo act
O=c1[nH]c(C2CCN(S(=O)(=O)Cc3ccccc3)CC2)nc2c1nnn2Cc1cccc(Cl)c1,-17,i
CCC(C)NCCOCCOc1ccc(Cl)cc1Br (stereo not given),-15,i
O=[N+]([O-])c1cccc(S(=O)(=O)NCCc2cccs2)c1,-22,i
CN(CC(=O)Nc1c(Cl)cccc1Cl)C(=O)c1cccc(S(=O)(=O)NCc2ccccc2)c1,-18,i
COc1ccccc1NC(=O)NNC(=O)CN1C(=O)COc2ccccc21,-13,i
C[C@H](NC(=O)c1nc[nH]c1C(=O)NCCCCCNC(=O)OC(C)(C)C)c1ccccc1,-10,.
Cc1cc(C(=O)NCCCN2CCCC2=O)no1,-5,i
CCc1nc2ccccc2c(C(=O)NCc2ccc(OC)cc2)c1C,1,i
CCOc1ccc(C(=O)Nc2ccc3c(c2)C(=O)NC3=O)cc1,-4,i
Cn1cccc1C(=O)NC(=O)COC(=O)CCNS(=O)(=O)c1cccc(C(F)(F)F)c1,-11,.
O=S(=O)(c1ccc(F)cc1)N1CN(Cc2ccco2)c2nc3ccccc3nc21,-9,i
COc1ccc(OC)c(-c2csc(NC(=O)CN3C(=O)C4CCCCC4C3=O)n2)c1 (stereo not given),-3,i
Cc1nccn1-c1ccc(C=O)cc1,-11,i
Cc1cc(OC(C)C(=O)NC(Cc2c[nH]c3ccc(O)cc23)C(=O)O)c2c(C)cc(=O)oc2c1 (stereo not given),-1,i
Nc1cc(OCC(F)(F)F)cc([N+](=O)[O-])c1,1,i
COCCNc1c(-c2cc3ccc(C)c(C)c3[nH]c2=O)nc2ccccn12,-23,i
CCCn1c(=N)n(CC(O)COc2ccc(C)cc2)c2ccccc21 (stereo not given),-23,i
CCCC[C@@H]1CNC(=S)N1CCCC,-16,i
CCc1cc2cc3c(cc2nc1SCC(=O)Nc1nnc(C)s1)OCCO3,-13,i
O=C(CSc1nc(-c2cccs2)nc2ccccc12)NC1CCS(=O)(=O)C1 (stereo not given),-5,.
Cc1cccc2nc(CSc3nc4ccc([N+](=O)[O-])cc4[nH]3)c(Br)n12,-22,i
CCOc1ccccc1NC(=O)CCc1nnc2ccc(NCc3ccco3)nn12,-7,i
CC1CCCCN1C(=O)C1CCN(c2nc(-c3ccccc3)nc3c2CCC3)CC1 (stereo not given),-25,i
Cc1cc(C)c(S(=O)(=O)N2CCCCC2CCNC(=O)C(=O)NC2CC2)c(C)c1 (stereo not given),-15,i
COc1ccc(NS(=O)(=O)c2ccc3c(c2)N(C(C)=O)CCS3)cc1,-3,i
O=C(Cn1cc2c(n1)CCCCC2)Nc1c(F)cc(F)cc1Br,-21,i
CCOC(=O)C1CCCN(c2cc(NCCCO)c([N+](=O)[O-])c3nonc23)C1 (stereo not given),-30,i
Cc1cc(C)c2c(N=NN(C)C)[nH]nc2n1,-10,i
Cc1ccccc1N=CC=C1OC(C)(C)C(C)(C)O1,-18,i
CCC1C(=O)C(C)(C)C(=O)OC1c1ccc([N+](=O)[O-])cc1 (stereo not given),-7,i
COc1ccc(Cn2c(-c3ccc(Cl)cc3)c[n+]3ccccc23)cc1,-26,7.1*
CCn1c(COc2ccc(=O)n(-c3ccccc3)n2)nnc1SCC(=O)OC,-15,i
O=C(CN1C(=O)c2cccnc2Oc2ccc(Cl)cc21)N1CCCC1,-9,i
O=C(O)CSc1nc2c(c(C(F)(F)F)n1)CCCC2,-11&-19,i
O=C(COc1cccc(F)c1)N[C@@H](Cc1ccccc1)c1nc2ccccc2[nH]1,12,i
COc1ccc(-c2cn3c(C)c(C(=O)N4CCCc5ccccc54)sc3n2)cc1,-31,i
COc1ccccc1NC(=O)C(C)OC(=O)CCNS(=O)(=O)c1cccc(C(F)(F)F)c1 (stereo not given),-20,.
CN(CC(=O)Nc1ccc(F)c(F)c1F)C(=O)CCc1nc2sc3c(c2c(=O)[nH]1)CCCC3,-20,i
COC(=O)c1c(C)[nH]c(C(=O)OCC(=O)c2c(N)n(CC(C)C)c(=O)n(C)c2=O)c1C,12,.
CCS(=O)(=O)NCCc1csc(-c2cccnc2)n1,-12,i
COc1ccc(C(=O)COc2ccc(NC(C)=O)cc2)cc1,-12,i
Cc1nnc(SCc2ccc(C(=O)c3ccc(Cl)cc3)o2)n1-c1ccccc1,-30,i
COc1ccc(-c2nc(CS(=O)(=O)CC(=O)NCc3ccc(F)cc3)c(C)o2)cc1,-20,i
COc1cc(OC)cc(C(=O)NNC(=O)c2ccc(-n3cncn3)c([N+](=O)[O-])c2)c1,-1,i
COc1ccc(CNC(=O)C2=C(C)C(=O)OC23CCC(C)CC3)cc1 (stereo not given),-24,i
Cc1ccccc1NC(=S)N/N=C1\CC(C)(C)Oc2ccc(O)cc21,-20,i
O=c1oc2cc(OCc3ccc(C(F)(F)F)cc3)ccc2cc1-c1ccccn1,-10,i
O=C(/C=C/c1ccccc1[N+](=O)[O-])NCc1ccc(Cl)cc1,-17,i
Cc1ccc(NC(=O)C(C)SCc2nc3sc4c(c3c(=O)[nH]2)CCCC4)nc1 (stereo not given),-15,i
CCOC(=O)c1ccc(NC2=CC(=O)CC(c3ccco3)C2)cc1 (stereo not given),-11,i
COc1cccc(NC(=O)CN(C)CC(=O)NC(C)c2ccccc2)c1 (stereo not given),-11,i
CC(C)n1c(=O)[nH][nH]c1=S,39*,i
O=C(COc1nc2ccccc2nc1N1CCOCC1)NCC(F)(F)F,-3,i
COc1cc(-c2cc(=O)c3ccccc3o2)ccc1O,-21,i
CCc1c(C)sc(NC(=O)c2cc(C)no2)c1C#N,-1,i
C#CCOCCOCCOCCNc1nc(N2CCN(C(=O)CCCCCCCCCCNC(=O)[C@H](CCC(=O)O)n3cc(CCCCCN)nn3)CC2)nc(N2CCN(C(=O)CCCCCCCCCCNC(=O)[C@@H]([C@H](C)O)n3cc(C)nn3)CC2)n1,-14,i
CCCCCc1nnc(NS(C)(=O)=O)s1,0,i
O=C(CN1C(=O)C2CC=CCC2C1=O)Nc1nnc(SCc2ccc(Cl)cc2)s1 (stereo not given),-19,i
COc1ccccc1NC(=O)Nc1nc(CC(=O)N2CCN(c3ccccc3OC)CC2)cs1,-26,i
O=C1/C(=C\c2ccco2)SC(=S)N1C1CCCCC1,-1,i

# By substructure, the compounds so far containing a nitro group on carbon (nine)
SMILES,OX1R antagonist,CHT allo act
O=C1c2cccc3cc([N+](=O)[O-])cc(c23)C(=O)N1c1nncs1,-18,i
NC(=O)c1ccsc1NC(=O)COC(=O)COc1ccccc1[N+](=O)[O-],-10,.
O=[N+]([O-])c1cccc(S(=O)(=O)NCCc2cccs2)c1,-22,i
Nc1cc(OCC(F)(F)F)cc([N+](=O)[O-])c1,1,i
Cc1cccc2nc(CSc3nc4ccc([N+](=O)[O-])cc4[nH]3)c(Br)n12,-22,i
CCOC(=O)C1CCCN(c2cc(NCCCO)c([N+](=O)[O-])c3nonc23)C1 (stereo not given),-30,i
CCC1C(=O)C(C)(C)C(=O)OC1c1ccc([N+](=O)[O-])cc1 (stereo not given),-7,i
COc1cc(OC)cc(C(=O)NNC(=O)c2ccc(-n3cncn3)c([N+](=O)[O-])c2)c1,-1,i
O=C(/C=C/c1ccccc1[N+](=O)[O-])NCc1ccc(Cl)cc1,-17,i

# Next compounds follow.
SMILES,OX1R antagonist,CHT allo act
O=C(Nc1ccc(Cl)c(S(=O)(=O)Nc2ccccc2Cl)c1)c1cccs1,-15,i
COc1ccc(OC)c(NS(=O)(=O)c2ccc(NC(=O)C3COc4ccccc4O3)cc2)c1 (stereo not given),19,i
COCCn1c(=O)[nH]c2cc(C(=O)NCCCN3CCN(c4ccc(F)cc4)CC3)ccc2c1=O,-12,i
CC(=O)Oc1ccc(Nc2ccccc2)cc1,-8,i
Cc1ccc(S(=O)(=O)NCCNC(=O)CN2CCCC2)cc1,-20,i
CCNC(=O)COC(=O)c1ccc(NS(=O)(=O)c2ccc3c(c2)OCCO3)cc1,-1,i
CC(C)(C)c1cc(C(=O)O)n(Cc2ccc(Cl)cc2Cl)n1,-16,i
